EPAC2 antagonist = blocks human EPAC2 exchange factor; EPAC2 GEF exchange of Rap1B-BODIPY-GDP, fluorescence; Potency, µM (series often up to 114 µM), for the others: at the highest dose activity, negative = inhibition, usual class: inhibitors; 360,000 tested, 0.18% active; note: potency is the fitted concentration of half-maximal effect; % is set by controls: 0 for no effect and ±100 for the full control effect; nearly all actives have a fitted effect of over 45% in size; many of its hits are not listed in these tables
Target sequence (Q8WZA2 whole entry, looked up): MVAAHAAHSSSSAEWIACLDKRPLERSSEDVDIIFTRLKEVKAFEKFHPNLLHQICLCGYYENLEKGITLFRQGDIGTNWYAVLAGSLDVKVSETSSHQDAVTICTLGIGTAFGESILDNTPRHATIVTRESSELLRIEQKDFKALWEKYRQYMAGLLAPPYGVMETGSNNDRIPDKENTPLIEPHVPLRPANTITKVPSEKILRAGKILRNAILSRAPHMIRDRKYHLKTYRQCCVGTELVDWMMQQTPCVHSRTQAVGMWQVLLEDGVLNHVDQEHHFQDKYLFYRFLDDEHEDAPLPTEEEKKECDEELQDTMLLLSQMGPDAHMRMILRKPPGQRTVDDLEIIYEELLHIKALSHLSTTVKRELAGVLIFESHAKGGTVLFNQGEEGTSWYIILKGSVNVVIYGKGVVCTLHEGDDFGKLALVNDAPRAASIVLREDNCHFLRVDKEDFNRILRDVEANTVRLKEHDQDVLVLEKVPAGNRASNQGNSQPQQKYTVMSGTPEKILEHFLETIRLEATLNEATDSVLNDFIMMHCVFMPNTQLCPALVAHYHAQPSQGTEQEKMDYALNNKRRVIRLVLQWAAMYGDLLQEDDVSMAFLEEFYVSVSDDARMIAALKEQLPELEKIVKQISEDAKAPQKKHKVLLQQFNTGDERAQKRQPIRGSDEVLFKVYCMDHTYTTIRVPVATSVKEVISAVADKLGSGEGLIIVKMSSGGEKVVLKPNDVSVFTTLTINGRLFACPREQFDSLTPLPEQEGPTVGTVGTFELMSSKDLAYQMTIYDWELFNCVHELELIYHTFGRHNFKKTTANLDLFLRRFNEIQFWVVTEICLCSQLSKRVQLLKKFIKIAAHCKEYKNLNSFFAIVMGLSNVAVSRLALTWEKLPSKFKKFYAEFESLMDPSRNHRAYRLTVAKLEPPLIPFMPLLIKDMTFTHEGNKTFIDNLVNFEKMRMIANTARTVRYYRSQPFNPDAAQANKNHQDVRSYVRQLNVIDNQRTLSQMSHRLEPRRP
A549 viability = A549 cytotoxicity, counter-screen for Nrf2 inhibitors; A549 ARE-Fluc cells, CellTiter-Fluor viability, 18-24 h; Potency, µM (top dose mostly 46 µM), inactives show top-dose activity change, negative = cytotoxicity, actives largely listed as inhibitors; 390,000 tested, 0.16% active; AID 504648; note: potency is the fitted concentration of half-maximal effect; % is set by controls: 0 for no effect and ±100 for the full control effect
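A549 ARE-Fluc cells in 5% FBS OPTI-MEM, 5000 cells/well, rested 2 h then exposed to compounds in concentration-response for 18-24 h at 37 °C. Viability by CellTiter-Fluor fluorescence (Ex 405/Em 525) after 30 min; luciferase luminescence (BugLite, 15 min, RT) read afterwards.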
TGFb SMAD3 inh = blocks TGF-b signaling; 410,000 tested, 1.2% active; AID 588855; HepG2 CAGA-GFP TGF-b/SMAD3 reporter, GFP fluorescence, 18 h; TGF-beta stimulated, 500 pg/mL final; Potency, µM (series often up to 46.1 µM), inactives show at the highest dose activity, negative = inhibition, actives largely listed as inhibitors; note: potency is the fitted concentration of half-maximal effect; % is set by controls: 0 for no effect and ±100 for the full control effect; nearly all actives have a fitted effect of over 65% in size
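Using HEPG2 CAGA-GFP reporter cells at 1000 cells/well, we pinned test compounds, stimulated with recombinant TGF-beta (500 pg/mL final) and measured total well GFP after 18 h.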
Akt phos inh = inhibitors of Akt phosphorylation; Neuro2A IGF-stimulated pAkt S473 HTRF, 20 min; stronger effect = lower value; activity change, % for hits at 50 µM; 360,000 tested, 0.32% active; in the data active = activity change below about -80%; inconclusive = mostly about -51% to -80%; note: % is set by controls: 0 for no effect and ±100 for the full control effect
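Single-point screen (50 µM final compound) in Neuro2A cells stimulated 20 min with 6 nM IGF at 37 deg C. After lysis, Ser473-phosphorylated Akt read by HTRF (ex 330 nm, em 615/665 nm) as the 665/615 ratio.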
EPAC2 agonist = activates human EPAC2 exchange factor; EPAC2 activation, biochemical qHTS; response scale: 100% = 6.5 mM cAMP response; Q8WZA2; 360,000 tested, 0.079% active; AID 720711; Potency, µM (titrated, usually from 154 µM), for inactives: at the top dose activation, usual class: activators; note: potency is the fitted concentration of half-maximal effect; nearly all actives have a fitted effect of over 50% in size
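Compounds were titrated in qHTS against a Rap1B-BODIPY-GDP (250 nM) complex with EPAC2 (100 nM) and GDP (50 uM). BODIPY-GDP release tracked at 480/540 nm over 30 min at room temperature, normalized to 6.5 mM cAMP.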
CCT chaperon mod = cytosolic chaperonin activity modulation; purified chaperonin ATPase assay, HTRF ADP detection, 30 min; activity change, % (no concentration beside the values), hits read low; 360,000 tested, 0.3% active; AID 651819; in the data active = activity change below about -30%; note: % is set by controls: 0 for no effect and ±100 for the full control effect
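ATPase activity: ADP formed was measured by HTRF Transcreener (665/615 nm ratio) after 30 min at 37 deg C with 10 uM ATP. Compounds screened at one 76 uM concentration against 40 or 20 nM TRiC in Tris pH 7.4/KCl/MgCl2/DTT buffer.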
Nrf2 ARE act = activates Nrf2 signaling | AREc32 ARE-luciferase reporter (MCF7-derived line), luminescence, 24 h | Potency, µM (highest dose often 46.1 µM), without a hit: top-dose activation, hits mostly activators | 410,000 tested, 0.31% active; note: potency is the fitted concentration of half-maximal effect; % of control where 0% means no effect; nearly all actives have a fitted effect of over 65% in size
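AREc32_Fluc, 1000 cells/well, OPTI-MEM + 5% FBS, o/n 37 deg C 5% CO2; 23 nL cpd by pin tool, 24 hr; Steady-Glo 30 min RT, luminescence.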
Mm-Cpn inhibitor = inhibitors of Methanococcus maripaludis chaperonin (MmCpn); AID 504842; 330,000 tested, 0.031% active; purified Mm-Cpn ATPase, ADP Transcreener TR-FRET; Potency, µM (titrated, usually from 76.9 µM), without a hit: top-dose activity, negative = inhibition, usual class: inhibitors; note: potency is the fitted concentration of half-maximal effect; % is set by controls: 0 for no effect and ±100 for the full control effect; nearly all actives have a fitted effect of over 80% in size
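Purified archaeal Mm-CPN (25nM final) preincubated 10 min at 37degC with compound, then 10uM ATP for 30 min at 37degC; ADP measured by HTRF Transcreener TR-FRET; buffer 30 mM TRIS pH 7.4, 100mM KCl, 5mM MgCl2, 1mM DTT.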
Nrf2 inh = blocks Nrf2 signaling; A549 ARE-Fluc reporter, luciferase luminescence, 18-24 h; Potency, µM (series often up to 46 µM), inactives show top-dose activity change, negative = inhibition, actives largely listed as inhibitors; 360,000 tested, 2.1% active; AID 504444; note: potency is the fitted concentration of half-maximal effect; % is set by controls: 0 for no effect and ±100 for the full control effect; nearly all actives have a fitted effect of over 60% in size
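Reporter: ARE-Fluc in A549. Exposure: 18-24 h, 37 °C, 5% CO2, 5% FBS OPTI-MEM. Readouts: fluorescent cytotoxicity (CellTiter-Fluor), then luminescent Nrf2 signal after BugLite.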
Starred values were filed as active, the others as inactive; i = inactive; ? = inconclusive; nt = no result given; [ ] = another dose, or the depositor's remark. Unless noted, calls come from the whole dose curve; as a rule, active = well fitted curve in the direction sought with a large enough effect; inconclusive = small, poorly fitted or top-dose-only effect, or another doubt; inactive = no such curve, though single readings can be large; an effect the other way counts as inactive or inconclusive. Not all compounds are listed; rates above refer to the full screens.

SMILES	EPAC2 antagonist	A549 viability	TGFb SMAD3 inh	Akt phos inh	EPAC2 agonist	CCT chaperon mod	Nrf2 ARE act	Mm-Cpn inhibitor	Nrf2 inh
COc1ccccc1P(=O)(c1ccccc1)c1ccccc1NC(C)=O (stereo not given)	1.0%	2.0%	0.0%	i	8.2%	-6.1	0.2%	1.4%	-4.1%
O=C(Oc1cccc([N+](=O)[O-])c1)C1CCN(C(=O)c2ccc(F)cc2)CC1	10.4%	-0.9%	-19.5%	i	-1.1%	-2.0	-0.5%	-3.3%	2.8%
CCC(C)c1ccc(NC(=O)c2cccs2)cc1 (stereo not given)	-14.7%	-9.4%	-10.6%	i	22.2%	0.2	6.4%	-0.3%	?
O=C(COc1ccc(Br)cc1)OCC(=O)N1CCOCC1	0.4%	10.1%	28.2%	i	2.4%	-4.0	0.3%	0.0%	6.4%
O=C(NCc1ccc2c(c1)OCO2)c1cc(-c2ccccc2Cl)on1	-8.8%	-3.6%	?	i	11.1%	-3.2	9.1%	1.4%	17.5%
O=C(Nc1nc(-c2ccccn2)cs1)c1cc(S(=O)(=O)N2CCOCC2)ccc1F	-6.1%	0.4%	3.4%	i	9.2%	-0.1	2.6%	-1.7%	5.4%
COc1ccc(C(NCC(=O)Nc2c(C)cccc2C)c2ccccc2)cc1 (stereo not given)	-3.1%	0.6%	-16.3%	i	5.5%	-0.7	0.3%	0.4%	-5.3%
CCOC(=O)C(C(C)=O)C(c1ccc(OCCC(C)C)cc1)C(C(C)=O)C(=O)OCC (stereo not given)	-3.2%	-0.6%	-36.7%	i	-9.1%	-1.2	0.6%	2.8%	-18.8%
NC(=O)CSc1nc2scc(-c3ccco3)c2c(=O)n1-c1ccccc1	5.0%	-0.8%	-8.4%	i	-4.0%	0.5	5.5%	-5.4%	?
CCC1SC2=NC(C)=C(C(=O)OC)C(c3cccs3)N2C1=O (stereo not given)	?	-7.4%	-4.9%	i	3.4%	-0.2	0.1%	-3.5%	6.1%

The last 2 entries of the part above are carried over, then new ones follow.
SMILES	EPAC2 antagonist	A549 viability	TGFb SMAD3 inh	Akt phos inh	EPAC2 agonist	CCT chaperon mod	Nrf2 ARE act	Mm-Cpn inhibitor	Nrf2 inh
NC(=O)CSc1nc2scc(-c3ccco3)c2c(=O)n1-c1ccccc1	5.0%	-0.8%	-8.4%	i	-4.0%	0.5	5.5%	-5.4%	?
CCC1SC2=NC(C)=C(C(=O)OC)C(c3cccs3)N2C1=O (stereo not given)	?	-7.4%	-4.9%	i	3.4%	-0.2	0.1%	-3.5%	6.1%
Cc1c(/C=C/C(=O)c2ccc(O)cc2)cnn1C	14.7%	-6.2%	-3.3%	i	0.3%	0.8	9.6%	2.0%	16.0%
CCOc1ccc(CC(=O)NNC(=S)NCCc2ccccc2)cc1	13.5%	1.6%	-5.0%	i	-1.2%	-2.2	0.1%	-3.1%	8.6%
CC(C)Cn1c(N)c(C(=O)COC(=O)C2CC(=O)N(c3ccc4c(c3)OCCO4)C2)c(=O)n(C)c1=O (stereo not given)	11.9%	-10.6%	-0.7%	i	1.6%	-0.6	-0.6%	1.9%	2.4%
CCCc1c(-c2cccc(Br)c2)ncn1Cc1ccccc1OC	-28.2%	nt	nt	i	2.6%	-1.5	0.5%	nt	nt
CCc1ccc(C2Sc3ccccc3NC3=C2C(=O)c2ccccc23)cc1 (stereo not given)	nt	?	11.2µM*	nt	nt	nt	0.6%	nt	?
O=C(O)c1ccccc1CSc1nc2ccccc2o1	-0.4%	-13.4%	-6.7%	i	5.2%	-3.6	0.0%	0.4%	?
CCCCc1ccc(S(=O)(=O)NC(=O)C2(C)CCN2C(=O)c2cccc(F)c2)cc1 (stereo not given)	23.7%	nt	8.5%	i	0.1%	-0.1	-0.7%	nt	nt
CSc1ccc(CN2CCN(Cc3ccccc3)C(CCO)C2)cc1 (stereo not given)	-4.6%	4.8%	-20.9%	i	3.6%	0.3	0.6%	-1.2%	0.0%
CCOCCCNC(=O)C(c1ccccc1)N(Cc1cccs1)C(=O)c1ccc(NC(C)=O)cc1 (stereo not given)	nt	-12.1%	?	nt	nt	nt	-0.2%	nt	0.0%[9.27 µM]
COc1ccc(NC(=O)CCS(=O)(=O)c2nc(-c3ccc4c(c3)OCO4)cc(C(F)(F)F)n2)cc1	nt	-3.2%	?	nt	nt	nt	-4.4%	nt	9.1%[9.27 µM]
CCn1cc(C(=O)N(C)CC(OC)OC)c(=O)c2cc(S(=O)(=O)N3CCOCC3)ccc21	1.5%	2.5%	-2.0%	i	11.4%	0.4	0.3%	1.3%	0.0%
CCOC(=O)c1cc(-c2ccncc2)nc2c1c(C)nn2C	-0.1%	-4.5%	16.1%	i	-0.6%	0.5	0.1%	-13.2%	12.5%
O=C(COC(=O)c1ccccc1Br)NCc1ccccc1	-2.2%	1.3%	5.8%	i	-7.6%	-1.4	-0.3%	0.4%	1.5%
COc1ccccc1S(=O)(=O)Cc1ccc(C(=O)N2CCN(c3ccccc3)CC2)o1	16.4%	12.8%	?	-124.0%*	7.5%	-1.5	-0.7%	-2.1%	-23.1%
Cc1cc(C)c(S(C)(=O)=O)c(Sc2ccc(Cl)cc2)n1	-21.6%	2.3%	20.7%	i	17.9%	0.4	0.2%	-0.9%	-0.7%
COC(=O)Cc1c(C)c2c(O)cc(C)cc2oc1=O	0.0%	3.0%	-3.4%	nt	0.0%[15.6 µM]	0.7	4.3%	nt	11.1%
Cn1c(-c2ccc(Br)cc2)cnc1NCc1cccnc1	-4.9%	15.5%	0.7%	i	-2.0%	-3.6	-0.1%	-0.8%	-1.9%
CS(=O)(=O)N(CC(=O)N1CCC(C(N)=O)CC1)c1cc(C(F)(F)F)ccc1Cl	-10.2%	-5.5%	0.9%	i	1.3%	0.0	-0.7%	-6.9%	-3.3%
Oc1ccc(/C=N/Nc2ncnc3nc[nH]c23)cc1	17.8µM*	16.3%	-8.4%	i	-0.2%	-1.2	0.4%	-0.3%	12.3%
COc1ccc(-c2csc(NC(=O)CSc3nc(C)nc4sc(C(=O)O)c(C)c34)n2)cc1	-3.7%	-5.9%	4.3%	i	-4.6%	-1.3	-0.7%	1.4%	2.7%
COc1ccccc1N1CCN(S(=O)(=O)CCNC(=O)CCc2ccccc2)CC1	19.9%	nt	?	i	3.0%	1.2	0.0%	nt	nt
COc1ccc(/C=N/NS(=O)(=O)c2ccccc2)cc1OS(=O)(=O)c1ccc(C)cc1	-5.7%	5.3%	-21.0%	i	2.8%	1.0	0.1%	0.7%	nt
O=C(/C=C/c1ccc(Cl)cc1)N1CCN(c2ccc(Cl)cc2[N+](=O)[O-])CC1	0.0%[57.1 µM]	-21.1%	?	i	-1.6%	-3.2	6.1%	1.1%	-27.9%
O=[N+]([O-])C(=C1NCCN1)C(Cl)=C(Cl)Cl	1.7%	7.5%	-9.8%	i	9.8%	0.4	9.2%	-1.1%	0.3%
CCCc1cc(=O)oc2c(CN3CCN(C)CC3)c(O)c(Cl)cc12	8.9%	0.0%	2.6%	i	4.2%	0.0	-0.9%	-19.1%	5.4%
Cc1ccc(CN(C)C(=O)CN2C(=O)NC(c3ccccc3)(c3ccccc3)C2=O)c(C)c1	-15.1%	?	?	i	11.2%	-1.8	0.2%	0.6%	-44.5%
Cc1ccc(S(=O)(=O)N(CCO)Cc2ccccc2)cc1	-4.3%	1.6%	-0.8%	i	3.4%	1.7	-0.4%	-1.2%	2.9%
CCC(=O)Nc1ccc(S(=O)(=O)Nc2cccnc2)cc1	-1.5%	6.3%	-3.2%	i	12.7%	0.0	0.1%	1.0%	0.6%
Cc1cccc(Nc2ncnc3ccccc23)c1	-1.9%	-11.1%	-21.3%	i	-3.6%	-2.6	-0.2%	0.9%	?
N#CCc1ccc(Oc2ncc(C(F)(F)F)cc2Cl)cc1	7.5%	4.9%	0.0%	i	7.3%	0.8	1.3%	-2.4%	22.7%
Cc1nc2ccc(S(=O)(=O)NCC(=O)N(C)Cc3ccco3)cc2s1	-0.2%	-6.9%	-4.2%	i	5.1%	-0.3	1.0%	-0.9%	5.8%
Cc1cc(C)c(NS(=O)(=O)c2ccccc2)c(C)c1	-17.3%	-1.1%	-3.6%	i	8.5%	-0.1	-1.5%	nt	-3.8%
COc1ccccc1NC(=O)N(Cc1ccco1)Cc1cc2cc(C)cc(C)c2[nH]c1=O	-6.0%	?	0.0%	i	2.2%	0.3	0.4%	2.9%	23.1µM*
O=C(Nc1ccccc1Oc1ccsc1C(=O)O)c1ccccc1F	-1.8%	1.6%	1.6%	i	-2.2%	0.7	-0.6%	-3.0%	6.9%
COC(=O)CSc1nn(-c2ccc(F)cc2)c(=S)s1	-18.1%	-5.8%	9.5%	i	-2.9%	-0.7	0.3%	0.4%	3.3%
COc1ccc(CNC(=S)NC2CCCC2)cc1	18.0%	14.2%	?	i	24.6%	1.9	-0.6%[9.22 µM]	2.3%	42.8%
CCCn1c(SCC(=O)c2c(C)[nH]c(C)c2C(=O)OCC)nc2ccccc21	1.9%	-1.9%	8.3%	i	-12.4%	-0.9	-0.2%[9.22 µM]	-2.1%	-9.7%
Cc1nn(Cc2ccc(Cl)cc2Cl)c(C)c1NC(=O)c1ccc(COc2cc(Cl)ccc2Cl)o1	4.9%	-22.6%	-18.3%	i	-2.8%	-2.9	-0.4%	-7.5%	11.6µM*
CCN1CC(O)=C(c2nc3ccccc3s2)C1=N	2.9%	5.9%	4.8%	i	5.3%	-4.7	0.7%	0.6%	nt
